# Runt-SMMHC FRET: inhibitors of RUNX1 Runt–CBFb-SMMHC binding, primary screen, biochemical, FRET, Cerulean-Runt, Venus-CBFb-SMMHC, uHTS; Runt-related transcription factor 1 (Homo sapiens) + Core-binding factor subunit beta …; 220,000 compounds, 0.74% hits; inhibition, % at 20 µM; Cerulean-Runt/Venus-CBFb-SMMHC FRET ratio 530/480, 1 h; AID 1434, 2008;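 active = mean inhibition across duplicate retests at 20 µM reaching about 50%, limit read from the data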;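 also: 0% = DMSO wells and 100% = wells with excess untagged CBFb-SMMHC; inhibitors lower the FRET ratio by blocking Runt binding to CBFb-SMMHC; some results filed as inactive read as strong as hits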
# TNF death inh: inhibitors of TNF-alpha triggered necroptosis, primary screen, cell-based, Jurkat FADD-/-, single concentration | Jurkat FADD-/- TNF necroptosis rescue, ATP luminescence, 24 h; 0 = TNF only, 100 = no-TNF cells | activation (protection from cell death), % at 10 µM | 220,000 compounds, 0.068% hits;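 active = activation, meaning protection from cell death, of at least 50% relative to plate controls; inactive = activation below 50%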;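 also: necroptosis triggered by 40 ng/mL TNF-alpha added together with compound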
# Runt-CBFb FRET: inhibitors of RUNX1 Runt–CBFb binding, primary screen, biochemical, FRET, Cerulean-Runt, Venus-CBFb, uHTS; Cerulean-Runt/Venus-CBFb FRET ratio 530/480, 1 h; AID 1496, 2009; Runt-related transcription factor 1 (Homo sapiens) + Core-binding factor subunit beta …; inhibition, % at 20 µM; 220,000 compounds, 0.46% hits;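 active = inhibition over about 50% at 20 µM in the single-dose screen, limit read from the data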;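 also: 0% = DMSO wells and 100% = excess unlabeled CBFb competitor control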
#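 Assay system: Cerulean-tagged RUNX1 Runt domain (FRET donor) fusion protein / Amount: 100 nM each of Venus-CBFb and Cerulean-Runt domain / Medium: Tris buffer pH 7.5 with salts and BSA / Also added: Venus-CBFb 100 nM / Schedule: 1 h complex formation plus 1 h compound treatment, room temperature / Signal: FRET fluorescence / Read-out: loss of energy transfer signal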
# RBBP9 inh: human RBBP9 inhibitors, primary screen, biochemical, fluorescence polarization, FP-Rh probe, HTS. Serine hydrolase RBBP9 (Homo sapiens), O75884. recombinant RBBP9. 220,000 compounds, 0.2% hits. AID 1515, 2009. inhibition, % at 7.94 µM;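 active = inhibition above the campaign mean of all tested compounds plus 3 SD, cut at about 14% in these data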;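 also: plate controls were DMSO wells with RBBP9 for no effect and wells lacking RBBP9 protein for full effect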
# Target sequence (O75884 whole entry, looked up): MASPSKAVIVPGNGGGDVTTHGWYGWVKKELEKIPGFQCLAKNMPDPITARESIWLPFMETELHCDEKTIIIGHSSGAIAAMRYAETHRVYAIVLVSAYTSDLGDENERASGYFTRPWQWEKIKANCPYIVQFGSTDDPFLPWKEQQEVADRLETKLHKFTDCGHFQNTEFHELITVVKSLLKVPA
#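 Material: RBBP9 protein. Amount: RBBP9 at 2.5 µM in dispensed solution, before mixing. Schedule: 30 min then 45 min, 25 °C. Medium: Tris buffer pH 8.0, NaCl, Pluronic. Measured by: fluorescence polarization. Measure: percent inhibition from mP, scaled between DMSO and no-protein wells. Replication: one well per compound.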
# EP2 modulator: EP2 receptor modulators, cAMP readout, primary screen, cell-based, HTRF cAMP, PGE2 stimulation; 260,000 compounds, 0.83% hits; EP2-expressing cells, cAMP HTRF FRET, PGE2 co-stimulation; induction, % at 25 µM;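 active = compounds whose cAMP rise, as percent of the full-agonist control response, exceeds 60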;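 also: rat C6 glioma line stably carrying human EP2 under a CMV promoter; the protocol text gives 20 µM as final concentration; 100% = response of wells given 1 µM PGE2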
# Target sequence (P43116 whole entry, looked up): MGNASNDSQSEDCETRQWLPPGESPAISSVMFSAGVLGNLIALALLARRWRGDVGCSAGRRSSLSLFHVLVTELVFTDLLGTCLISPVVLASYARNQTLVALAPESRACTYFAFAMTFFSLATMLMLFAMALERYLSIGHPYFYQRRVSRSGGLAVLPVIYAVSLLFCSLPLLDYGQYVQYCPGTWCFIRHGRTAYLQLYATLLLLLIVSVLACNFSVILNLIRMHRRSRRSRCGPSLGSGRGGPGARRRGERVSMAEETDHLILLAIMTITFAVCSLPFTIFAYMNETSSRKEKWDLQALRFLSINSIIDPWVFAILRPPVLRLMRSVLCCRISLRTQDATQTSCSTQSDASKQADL
# PERK inh: block of dimerizer-induced PERK translation repression, primary screen, PERK inhibitor project, CHO PERK-DD cells, SEAP luminescence, HTS. Eukaryotic translation initiation factor 2-alpha kinase 3 (Homo sapiens), Q9NZJ5. CHO PERK-DD fusion, SEAP luminescence translation reporter. inhibition, % at 5.6 µM. 220,000 compounds, 0.17% hits;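 active = inhibition above the mean inhibition of all tested compounds plus 3 SD, set separately per screening campaign, cut at about 2.9% in these data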;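 also: PERK kinase domain activated by AP20187 dimerizer at 100 nM; 0% = DMSO with dimerizer and 100% = rapamycin at 8.4 µM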
# zVAD death inh: inhibitors of zVAD-triggered necroptosis, primary screen, L929 cells; L929 zVAD necroptosis rescue, ATP luminescence, 24 h; with zVAD 60 µM; viability rescue, % at 10 µM; 220,000 compounds, 0.38% hits;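 active = activation, scaled between plate controls, above about 75%, limit read from the data; inactive = activation under that limit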;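 also: 0% = zVAD with DMSO and 100% = DMSO alone without zVAD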
# EP2 antag: human EP2 receptor antagonists, primary screen, TR-FRET cAMP, C6 glioma cells | inhibition, % at 25 µM | 260,000 compounds, 0.52% hits | C6 glioma cells expressing human EP2; cells stimulated with saturating PGE2 | Prostaglandin E2 receptor EP2 subtype (Homo sapiens), P43116;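 active = percent inhibition above 40 after rounding to a whole number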;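 also: rat C6 glioma host cells with rolipram phosphodiesterase inhibitor present; the protocol text gives 20 µM as final concentration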
# Hck-Nef inh: inhibitors of Nef-activated human Hck kinase, primary screen, biochemical, Z-Lyte FRET, 384-well, Hck-YEEI. Tyrosine-protein kinase HCK (Homo sapiens), P08631. Recombinant Hck-YEEI plus Nef, Z-Lyte FRET kinase assay. inhibition, % at 20 µM. 220,000 compounds, 0.68% hits. AID 463187, 2010;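 active = Hck-Nef kinase inhibition above about 50%, limit read from the data; inactive = inhibition below that limit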;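 also: 0% = DMSO with Hck plus Nef and 100% = Hck alone without Nef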
# Target sequence (P08631 whole entry, looked up): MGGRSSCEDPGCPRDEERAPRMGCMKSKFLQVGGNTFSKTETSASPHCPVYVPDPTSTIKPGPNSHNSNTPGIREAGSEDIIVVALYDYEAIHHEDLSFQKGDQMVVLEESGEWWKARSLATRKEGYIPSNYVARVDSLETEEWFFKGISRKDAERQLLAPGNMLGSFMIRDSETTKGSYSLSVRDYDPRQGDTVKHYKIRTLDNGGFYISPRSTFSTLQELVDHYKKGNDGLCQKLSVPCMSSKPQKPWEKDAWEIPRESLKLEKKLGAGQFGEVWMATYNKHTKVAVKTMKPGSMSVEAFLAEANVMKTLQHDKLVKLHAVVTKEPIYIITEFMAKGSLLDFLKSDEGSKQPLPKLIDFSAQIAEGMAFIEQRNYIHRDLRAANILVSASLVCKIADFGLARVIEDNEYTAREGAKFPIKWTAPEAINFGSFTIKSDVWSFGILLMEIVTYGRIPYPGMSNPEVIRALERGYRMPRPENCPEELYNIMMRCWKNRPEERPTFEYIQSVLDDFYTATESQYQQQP
# * hit, by the source's call; / = not tested or not shown; & = joins results of further samples. This is a subset, so the mix of outcomes need not match the whole.
SMILES,Runt-SMMHC FRET,TNF death inh,Runt-CBFb FRET,RBBP9 inh,EP2 modulator,PERK inh,zVAD death inh,EP2 antag,Hck-Nef inh
Cc1cccc(NC(=S)Nc2ccc(N3CCOCC3)cc2)c1C,5,-2.3,11,-9,1,-0.1,0.2,8,-2
COc1ccc(CCNC(=O)COc2ccc(-c3ccc(C)cc3)cc2)cc1OC,-6,-2.9,-3,-7,7,-0.1,0.2,9,1
Cc1ccc(C(C(=O)NC2CCCCC2)N(CC2CCCO2)C(=O)CNC(=O)c2cccs2)cc1 (stereo not given),1,-3.2,-3,-2,16,-1.0,-0.4,13,1
CN(c1ccccc1C(=O)Nc1ccc(F)c(F)c1)S(C)(=O)=O,-2,0.3,0,2,-20,-0.9,2.2,1,9
COC(=O)c1cc2c(s1)-c1ccccc1CC2,-4,-6.4,-1,-8,16,0.4,0.1,11,-1
CCN1C(=O)/C(=C2/Sc3ccc(OC)cc3N2C)SC1=Nc1cccc(O)c1,-95,-9.4,-14,5,-13,1.5,-0.3,30,9
CN(C)c1ccc(NC(=O)CN2C(=O)CC(c3ccccc3)=Nc3ccccc32)cc1,4,0.7,1,-8,22,-0.1,0.5,15,2
CCN(C(=O)Cn1nc(C(=O)O)c2ccccc2c1=O)C1CCCCC1,-3,-0.4,-1,-12,3,-0.3,-0.8,6,-29
O=C(c1cc(-c2ccc(O)cc2)on1)N1CCCc2ccccc21,-6,-1.3,0,-6,-14,-0.3,1.3,/,19
CCn1c(SCC(=O)Nc2ccc(NC(C)=O)cc2)nnc1C1CC1,1,-0.1,1,-8,-11,0.6,0.3,9,0
Cc1cccc(-c2noc(CCC(=O)NCc3ccco3)n2)c1,-2,0.3,3,10,-28,-0.5,-0.1,11,1
CCOC(=O)c1cnn(-c2nc3c(C)cccc3s2)c1C,-1,1.4,-2,-5,41,0.8,0.7,15,6
OCCC1CN(CC(c2ccccc2)c2ccccc2)CCN1C1CCCC1 (stereo not given),1,2.0,0,-3,13,-0.3,-1.3,5,19
CCn1c(=O)cc(C(F)(F)F)[nH]c1=S,0,-0.1,2,-6,24,0.3,0.7,2,8
CC(=O)OC(C(=O)NCc1ccco1)c1ccncc1 (stereo not given),-1,-2.9,3,-7,-1,0.9,0.3,12,2
COC(=O)c1ccc(C(=O)O)nc1,-2,0.7,0,0,5,-0.5,0.5,13,11
Cc1noc(C)c1COc1ccc(C(=O)NCc2ccccn2)cc1,3,0.3,-1,-5,19,0.6,0.4,13,3
O=S(=O)(Cc1ccccc1Cl)c1ncn[nH]1,0,1.5,4,-10,22,0.1,0.4,8,12
O=C(CCC(=O)N/N=C/c1ccco1)N/N=C/c1ccco1,-1,-1.2,2,6,8,1.9,0.1,12,31
O=[N+]([O-])c1cccc(C2=NC(c3ccccc3)CO2)c1 (stereo not given),0,9.0,0,-9,9,-0.1,3.4,11,-3
COc1ccc(CNCC(O)COc2cccc3c2OC(C)(C)C3)cc1 (stereo not given),3,-1.2,1,-3,-23,-0.3,-1.8,7,0
COc1cc(C(=O)Nc2cc(C(F)(F)F)ccc2-n2cncn2)cc(OC)c1OC,0,0.4,-1,-1,-13,0.4,10,6,-17
OCCC1CN(Cc2c(F)cccc2Cl)CCN1C1CCCCC1 (stereo not given),0,0.6,0,2,-43,-0.2,0.1,7,25
Cc1cc2c(=O)n(CC(=O)N3CCN(c4ccc(F)cc4)CC3)cnc2s1,4,-2.7,0,-3,29,-1.0,-0.1,4,1
Cc1cc(NCc2ccccn2)nc2ccccc12,-4,2.9,0,-2,5,-2.2,0.0,17,0
SMILES,Runt-SMMHC FRET,TNF death inh,Runt-CBFb FRET,RBBP9 inh,EP2 modulator,PERK inh,zVAD death inh,EP2 antag,Hck-Nef inh
CC1(C)Oc2ccc(C(=O)NC3CCCC3)cc2N(CC(=O)N2CCOCC2)C1=O,-2,1.2,0,-7,-13,-0.4,0.8,15,2
CC(=O)NS(=O)(=O)c1ccc(NC(=O)CSc2ccc(Cl)cc2)cc1,2,0.3,-1,-1,1,0.2,5.7,7,11
O=C(CCCl)Nc1ccc(S(=O)(=O)NCc2ccco2)cc1,1,2.4,-2,-1,-15&-10,1.8,0.6,13&9,31
Cn1cccc1Cc1nnc(SCC(N)=O)n1-c1ccc(F)cc1,-1,0.6,5,-6,11,1.0,0.5,4,21
CCOC(=O)c1c(NC(=O)c2ccccc2)sc2c(O)c(CN(CC)CC)ccc12,0,0.7,0,-5,10,0.8,2.9,3,3
C/C=C/C=C\C(=O)Nc1cccc(C2=NOC3(C2)C[C@@H](C(N)=O)N(C(=O)c2cc([N+](=O)[O-])cc([N+](=O)[O-])c2C)C3)c1 (stereo not given in full),-6,4.0,0,/,9,/,0.8,24,28
CCC(C)(C(=O)NC1CCCCC1)N(Cc1ccco1)C(=O)c1ccc2c(c1)OCO2 (stereo not given),1,-2.1,-1,4,11,-1.1,-0.7,5,0
CC(NC(=O)COC(=O)CSCc1ccccc1)c1ccccc1 (stereo not given),-6,-1.5,0,4,-14,-0.1,1.7,10,-5
COc1ccc(OCc2nc(N)nc(Nc3ccccc3OC)n2)cc1,-4,-2.3,0,-3,-54&-16,0.4,0.2,9&12,0
COC(=O)c1cc(C(=O)OC)n(Cc2ccc(F)cc2)n1,-1,29,-1,-8,17,-0.4,0.0,5,-12
O=C(Nc1ccn(-c2ccccc2)n1)c1ccc(S(=O)(=O)N2CCCCCC2)cc1,4,-3.0,1,-11,-18,-0.6,4.5,1,2
CC(C)COC(=O)c1ccccc1N1C(=O)C2C3CCC(C3)C2C1=O (stereo not given),1,5.7,-2,-9,1,1.0,1.4,6,4
O=C(NCCc1ccccc1)C1CCCN1S(=O)(=O)c1ccccc1 (stereo not given),0,0.2,2,-14,-17,-0.7,0.5,4,-9
COC(=O)c1ccc(CNC(=O)c2cc3ccccc3oc2=O)cc1,1,-0.1,-1,-5,-12,-0.6,2.8,9,-10
CS(=O)(=O)Nc1ccc(C(=O)NCCc2ccccc2)cc1,3,-1.6,1,-2,-2,0.9,0.1,14,6
COc1cc(/C=C2/C(=O)N(c3ccc([N+](=O)[O-])cc3)N=C2N2CCOCC2)ccc1O,-10,-1.6,-4,-4,-32,-0.5,-0.6,21,-13
CCOC(=O)c1c(C)oc(NC(=O)COc2ccc(Cl)cc2C)c1C#N,-2,0.0,0,-2,-10,0.3,1.9,14,0
COc1cc(OC)cc(-c2nnc(Sc3ccc(C=O)cc3[N+](=O)[O-])o2)c1,-8,-6.5,1,-5,27,0.2,-0.4,3,-1
COc1cccc(C(=O)CN(C(=O)c2ccc(Cl)c(Cl)c2)N2C(=O)C3CCCCC3C2=O)c1 (stereo not given),2,0.6,-2,0,8,1.1,1.4,8,-2
Cc1ccc(C(=O)c2nc3c(n2O)CCCC3)cc1,-5,0.6,1,-8,14,0.4,-0.4,11,-2
Cc1cccc(-n2c(N)c(C(=O)N3CCN(C)CC3)sc2=S)c1,40,-0.9,56*,7,34,0.5,0.0,-4,-1
CNc1ccccc1C(C)(C)c1cc(C)[nH]n1,0,-0.1,-2,-11,12,-0.4,0.1,10,20
O=S(=O)(NC1CCCC1)c1cccc(S(=O)(=O)N2CCC(n3nnc4ccccc43)CC2)c1,-7,-2.5,-1,2,-24,-0.4,0.0,14,0
CCC(=O)c1c(NC)cc(C)oc1=O,-5,-0.1,1,-4,23,1.7,2.2,6,-9
Cc1cc(C)cc(NC(=O)C2CCN(c3cnccn3)CC2)c1,1,3.1,-1,1,-8,0.5,1.5,2,-4

# Quoted at random: 2 records from the list, in no set order.
SMILES,Runt-SMMHC FRET,TNF death inh,Runt-CBFb FRET,RBBP9 inh,EP2 modulator,PERK inh,zVAD death inh,EP2 antag,Hck-Nef inh
Cc1noc(C)c1COc1ccc(C(=O)NCc2ccccn2)cc1,3,0.3,-1,-5,19,0.6,0.4,13,3
Cc1cccc(NC(=S)Nc2ccc(N3CCOCC3)cc2)c1C,5,-2.3,11,-9,1,-0.1,0.2,8,-2

# (next part)
SMILES,Runt-SMMHC FRET,TNF death inh,Runt-CBFb FRET,RBBP9 inh,EP2 modulator,PERK inh,zVAD death inh,EP2 antag,Hck-Nef inh
c1ccc(Oc2cc(-c3ccccc3)ncn2)cc1,-1,-1.2,-1,-6,7,0.2,-0.3,10,1
Cc1cc(NC(=O)CSc2nnc(-c3ccc(O)cc3)o2)no1,2,5.4,0,-10,8,1.8,0.2,5,18
Cc1csc(NC(=O)CSc2nnc(-c3ccoc3C)n2C(C)c2ccccc2)n1 (stereo not given),-1,2.5,-1,-7,26,-0.1,-0.3,6,13
CSc1nc(Cc2ccc(Cl)cc2)nc2ccccc12,0,-3.1,-1,5,57,1.5,0.4,3,0
COc1ccc(NC(=S)Nc2cnc3ccccc3c2)c(OC)c1,2,0.1,6,1,-64,2.0,3.2,44*,-3
CCOc1ccc(N2C(=O)CC(SCC(=O)O)C2=O)cc1 (stereo not given),0,1.0,3,0,25,0.2,0.6,3,27
O=C(Cc1ccc([N+](=O)[O-])cc1)N1CCc2ccccc2C1,0,2.8,-4,-4,32,-0.8,0.0,15,5
CCOC(=O)C1CCCN(S(=O)(=O)c2cc(OCC(=O)NC3CCCCC3)c(C)cc2Cl)C1 (stereo not given),1,-2.4,-1,-8,-13,-1.2,0.1,12,-22
CCN1C(=O)c2cccc3c(NC(=O)C(C)(C)C)ccc1c23,-14,-3.3,-6,-9,-11,-0.1,0.8,50*,2
O=S(=O)(NCCc1ccccc1)c1cccc2nsnc12,0,-0.7,-2,-2,2,-0.3,-0.6,9,-1
COc1cccc(OCCNC(=O)c2cccc(OC)c2)c1,1,0.5,2,-2,-8,-1.2,0.4,2,6
Cc1ccc(NC(=S)N(Cc2ccccc2)Cc2cccs2)c(C)c1,-1,1.6,1,-12,30,0.2,0.5,4,32
CS(=O)(=O)N1CCN(c2ccc(C(=O)NC3C4CC5CC(C4)CC3C5)cc2[N+](=O)[O-])CC1 (stereo not given),-6,-10,-9,-4,2,0.0,-0.2,9,0
CCOC(=O)CSc1cc(CSc2ccccc2)nc(-c2ccccc2)n1,-7,-2.6,-2,1,27,-1.0,0.5,7,1

# From PubChem
